TLR9-MyD88 block: inhibitors of TLR9-MyD88 association in cells, primary screen, cell-based, CHO, BLA complementation, fluorescence. Toll-like receptor 9 (Homo sapiens) + Myeloid differentiation primary response protein …. CCF4 FRET ratio. inhibition, % at 4.98 µM. 0.21% of 340,000 active. AID 504734, 2011;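 active means inhibition above the mean over all tested compounds plus 3 SD, cut at about 21% in these data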;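 further: 0% = DMSO only wells and 100% = clavulanate BLA inhibitor control wells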
SRC1 inh: SRC1 coactivator transcriptional activity inhibitors, primary screen, cell-based, luminescence | AID 588354, 2011 | inhibition, % at 3.6 µM | 0.12% of 360,000 active | Nuclear receptor coactivator 1 (Homo sapiens), Q15788 | HEK293 GAL4-SRC1 luciferase reporter;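 active means inhibition above the campaign mean plus 3 SD, with each screening campaign given its own cutoff, cut at about 60% in these data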;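 further: 0% = DMSO treated cells and 100% = gossypol at 36 µM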
NCOA3 inh: SRC3 coactivator transcriptional activity inhibitors, primary screen, cell-based, luminescence. inhibition, % at 3.6 µM. 0.17% of 360,000 active. HEK293 GAL4-SRC3 luciferase reporter. AID 588352, 2011;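 active means inhibition above a per-campaign cutoff, the mean of all compounds plus 3 SD, cut at about 60% in these data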;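 further: 0% = DMSO-treated cells and 100% = gossypol-treated cells at 36 µM; higher means less SRC3-driven luciferase light from the GAL4 reporter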
TRAIL sens C8: viability loss with TRAIL in NB7+C8 cells, primary screen, TRAIL sensitizer project, cell-based, ATPlite luminescence. inhibition (viability loss, TRAIL sensitization), % at 10 µM. 1% of 360,000 active;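 active means compounds causing at least 50% loss of cell viability in the single-dose screen, relative to plate controls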
NCOA2 inhibitor: inhibition of GAL4-SRC2 driven luciferase reporter, primary screen, SRC2 inhibitor project, cell-based, luminescence; inhibition, % at 9 µM; 0.17% of 370,000 active; HEK293 GAL4-SRC2 luciferase reporter; Nuclear receptor coactivator 2 (Homo sapiens), Q15596;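 active means inhibition above the mean inhibition of all tested compounds plus 3 SD, set per campaign, cut at about 52% in these data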;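 further: 0% = DMSO treated cells and 100% = cells given Gossypol at 36 µM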
EBV LMP1 NFkB: EBV LMP1-driven NF-kappaB luciferase reporter inhibitors, primary screen, cell-based, luminescence, single point; LMP1-induced NF-kappaB luciferase reporter cells; inhibition, % at 12.5 µM; 0.69% of 350,000 active; in the data active means inhibition above about 41%;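 further: 0% = neutral control wells and 100% = reference inhibitor control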
LRH-1 inv ag: LRH-1 (NR5A2) inverse agonists, primary screen, cell-based, luminescence, HEK293T, StAR-luciferase reporter | inhibition, % at 3.6 µM | 0.13% of 360,000 active | Nuclear receptor subfamily 5 group A member 2 (Homo sapiens), O00482 | LRH-1 transfected, 24 h;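 active means inhibition above the mean inhibition of all tested compounds plus 3 SD, cut at about 73% in these data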;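 further: 0% = DMSO wells and 100% = reporter-only cells lacking LRH-1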
Target sequence (O00482 whole entry, looked up): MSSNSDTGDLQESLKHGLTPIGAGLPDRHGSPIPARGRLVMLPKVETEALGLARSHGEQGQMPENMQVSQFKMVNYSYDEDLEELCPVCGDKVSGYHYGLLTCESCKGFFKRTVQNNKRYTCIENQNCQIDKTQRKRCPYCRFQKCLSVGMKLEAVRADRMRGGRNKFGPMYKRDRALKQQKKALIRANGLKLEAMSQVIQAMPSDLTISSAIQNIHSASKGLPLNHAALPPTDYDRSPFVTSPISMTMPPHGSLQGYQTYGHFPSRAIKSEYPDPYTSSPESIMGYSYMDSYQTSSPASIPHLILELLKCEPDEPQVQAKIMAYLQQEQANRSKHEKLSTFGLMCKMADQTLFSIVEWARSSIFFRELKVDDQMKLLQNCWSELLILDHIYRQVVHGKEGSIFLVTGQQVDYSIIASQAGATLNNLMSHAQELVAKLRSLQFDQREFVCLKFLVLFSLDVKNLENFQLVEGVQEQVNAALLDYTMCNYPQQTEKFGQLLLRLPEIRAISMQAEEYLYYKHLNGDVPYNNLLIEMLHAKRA
NOD2-RIPK2 inh: NOD2-RIPK2 binding disruptors in cells, primary screen, fluorescence, CHO cells, BLA complementation; CCF4 ratio; inhibition, % at 4.98 µM; Receptor-interacting serine/threonine-protein kinase 2 (Homo sapiens), O43353; 0.38% of 360,000 active; AID 624267, 2012; in the data active means inhibition above about 21%;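 further: 0% = vehicle only and 100% = reference blocker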
Target sequence (O43353 whole entry, looked up): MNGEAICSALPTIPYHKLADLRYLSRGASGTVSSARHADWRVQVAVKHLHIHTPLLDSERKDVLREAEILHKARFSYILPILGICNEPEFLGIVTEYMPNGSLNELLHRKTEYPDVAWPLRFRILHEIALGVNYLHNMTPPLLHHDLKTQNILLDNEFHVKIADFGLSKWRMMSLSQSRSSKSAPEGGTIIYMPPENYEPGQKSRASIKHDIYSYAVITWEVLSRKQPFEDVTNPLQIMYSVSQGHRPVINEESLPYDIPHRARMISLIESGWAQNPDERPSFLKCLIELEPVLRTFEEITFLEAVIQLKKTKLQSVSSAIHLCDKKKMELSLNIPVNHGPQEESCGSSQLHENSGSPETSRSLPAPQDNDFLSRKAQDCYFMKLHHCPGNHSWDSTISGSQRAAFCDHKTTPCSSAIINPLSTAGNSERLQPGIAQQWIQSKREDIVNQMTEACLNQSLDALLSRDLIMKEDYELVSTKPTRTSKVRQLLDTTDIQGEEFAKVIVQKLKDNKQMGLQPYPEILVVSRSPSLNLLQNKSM
TWEAK Fn14 block: inhibitors of TWEAK-Fn14 signaling, primary screen, luciferase reporter cells, uHTS. TWEAK-stimulated Fn14 reporter cells, luciferase luminescence, 8 h. inhibition, % at 10 µM. 2% of 360,000 active; in the data active means inhibition above about 50%
TROY NFkB inh: inhibitors of TROY-driven NF-kB signaling, primary screen, Q293 LMP1-TROYcd cells, NF-kB luciferase, uHTS. 0.98% of 360,000 active. Q293 LMP1-TROYcd NF-kB luciferase reporter, 4 h. inhibition, % at 10 µM;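 active means compounds whose plate-normalised and pattern-corrected inhibition of the luciferase reporter signal at the single screening dose is 50% or more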
COUP-TFII inh: NR2F2 transcriptional activity inhibitors, primary screen, cell-based, luciferase reporter, HEK293T, luminescence; COUP transcription factor 2 (Homo sapiens), P24468; HEK293T NGFI-A luciferase reporter; 0.7% of 370,000 active; inhibition, % at 8.6 µM;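 active means inhibition above a per-plate cutoff, mean inhibition of test wells between control levels plus 3 SD, cut at about 38% in these data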;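 further: cells cotransfected with COUP-TFII expression vector driving the NGFI-A reporter; 0% = median of COUP-TF2 test wells and 100% = reporter-only cells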
* hit, by the source's call; · = no result given.

SMILES | TLR9-MyD88 block | SRC1 inh | NCOA3 inh | TRAIL sens C8 | NCOA2 inhibitor | EBV LMP1 NFkB | LRH-1 inv ag | NOD2-RIPK2 inh | TWEAK Fn14 block | TROY NFkB inh | COUP-TFII inh
COc1ccc(CSc2nnc(C)n2N)cc1Br | 5 | -12 | 6 | -5 | -9 | -4 | 4 | -2 | 7 | 24 | 6
Cc1cc(S(=O)(=O)N2CCOCC2)ccc1OCC(=O)NCc1ccccn1 | -8 | 13 | 18 | 1 | 10 | -2 | 1 | -5 | -19 | -14 | 12
Nc1c(NCCc2ccccc2)c2ccccc2oc1=O | 0 | -37 | -29 | -12 | -42 | -16 | -47 | -8 | -23 | -24 | -24
COc1ccc(OCC(=O)NNC(=S)NC(=O)C2CCCCC2)cc1 | 11 | -8 | -2 | 3 | -1 | 5 | 4 | -4 | 11 | 2 | 15
COc1cc(CC(NC(C)=O)C(=O)NC2CCN(c3c(Cc4ccccc4)c(C)nc4ncnn34)CC2)cc(OC)c1 (stereo unspecified) | -8 | -49 | 14 | -3 | 16 | 6 | -25 | -8 | 16 | -17 | 15
Cc1cc(N2CCCCC2)n2nc(C)c(-c3ccccc3)c2n1 | -7 | -15 | 10 | 3 | 13 | 4 | -3 | -8 | 1 | 12 | -13
Cc1ccccc1C(=O)Nc1sc2c(c1C(=O)O)CCC2 | -10 | -5 | -2 | 0 | 20 | 0 | -3 | -1 | 35 | -12 | -16
Cc1nc2cc(C(F)(F)F)ccc2n1C1CCN(CC(=O)NC(C)(C)C)CC1 | -6 | 2 | -4 | 15 | -7 | 7 | 5 | 10 | 2 | 5 | 1
O=S1(=O)N[C@H](Cc2ccccc2)COc2cccc(N3CCSCC3)c21 | · | · | · | 6 | 5 | · | 3 | 0 | -3 | -24 | 6
O=C(NC(=S)NCc1ccccc1)c1ccccc1F | -4 | -6 | -19 | 1 | -26 | -19 | 8 | -7 | 4 | -40 | -4
CC[C@@H]1[C@H]2CCCC(=O)N3CC[C@@H](C[C@H]1O)[C@@H]23 | -17 | -6 | 0 | -2 | -10 | 1 | -14 | 6 | 7 | -20 | 3
CCOC(=O)c1cc(OC)c2cccc(CN3CCCC(C)(C(=O)NCCOC)C3)c2c1 (stereo unspecified) | · | -5 | 16 | -4 | 27 | · | 0 | 2 | -43 | 4 | 16
O=C(Oc1ccc2c3c(c(=O)oc2c1)CCCC3)c1ccco1 | -1 | -6 | 7 | 13 | -6 | 3 | -2 | -1 | -6 | -17 | -18
N/C(=N\O)c1ccc(N2CCN(c3ncccc3C(F)(F)F)CC2)nc1 | -2 | -46 | -27 | 3 | -21 | -30 | -116 | 2 | -19 | -33 | -35
Cc1cccc(OCCC(=O)Nc2ccc(S(=O)(=O)N3CCCC3)cc2)c1 | 7 | 19 | 7 | 3 | 1 | -2 | 6 | 7 | 19 | 8 | -7
O=C(OCC(=O)N1CCCC1=O)c1cc(Cl)ccc1O | 0 | 9 | -9 | -4 | 7 | 2 | -8 | 7 | 5 | -7 | -8
Cc1ccc(NC(=O)c2ccc3ccccc3n2)cc1S(=O)(=O)N(C)C | 10 | -68 | -58 | 22 | -31 | -35 | -19 | 2 | 16 | -41 | -8
Cc1ccc(N(CCC#N)C(=O)CSc2nc3ccccc3c(=O)[nH]2)cc1 | 5 | -10 | 0 | -16 | -10 | -16 | 2 | -2 | 24 | 8 | -16
C/C(CCc1ccc2c(c1)OCO2)=N\NC(=S)NC(C)C | 2 | -40 | 0 | -9 | -15 | -8 | -31 | 0 | -12 | 3 | 6
Cc1ccccc1CC(=O)N1CC(C)OC(C)C1 (stereo unspecified) | 9 | 11 | -2 | 1 | -6 | 0 | -2 | -4 | 15 | -15 | 31
CCn1cc(C(=O)NCc2ccc3c(c2)OCO3)c2cc(OC)c(OC)cc2c1=O | -4 | 5 | -8 | -1 | -3 | 3 | 7 | 8 | 2 | 17 | -5
COc1ccc(C(=O)/C=C/c2ccc(C)cc2)c(OC(=O)c2ccc([N+](=O)[O-])cc2)c1 | 5 | -1 | 9 | 2 | -29 | -14 | -1 | -91 | 1 | 16 | -14
CCOC(=O)c1c(C)[nH]c(C(=O)OCC(=O)N(CC)c2c(N)n(Cc3ccccc3)c(=O)[nH]c2=O)c1C | -9 | -12 | -4 | 3 | -4 | -6 | 16 | -4 | 0 | -3 | 2
NC(=O)c1ccsc1NC(=O)COC(=O)c1cc(Cl)ccc1O | -10 | -2 | 3 | 1 | -2 | -9 | -1 | -8 | -9 | -4 | 0
N#CCSc1nc2ccccc2c(=O)n1C1CCCCC1 | 1 | -4 | -3 | -3 | -4 | 15 | 13 | 1 | -28 | 5 | -13

(listing goes on)
SMILES | TLR9-MyD88 block | SRC1 inh | NCOA3 inh | TRAIL sens C8 | NCOA2 inhibitor | EBV LMP1 NFkB | LRH-1 inv ag | NOD2-RIPK2 inh | TWEAK Fn14 block | TROY NFkB inh | COUP-TFII inh
CC(C)(C)S(=O)N1Cc2cc(C(=O)Nc3ccc(-c4ccccc4)cc3)nc(-c3cccc(-c4cc5ccccc5o4)c3)c2[C@@H]1CCO (stereo partly specified) | · | -5 | 12 | 10 | -15 | · | -5 | 6 | -16 | -5 | -2
O=C(NNC1OC(CO)C(O)C(O)C1O)c1cccnc1 (stereo unspecified) | 1 | -23 | 4 | 7 | -4 | 5 | 7 | 1 | 15 | 15 | -3
Cc1cccc(/C=C2\Oc3cc(OS(C)(=O)=O)ccc3C2=O)c1 | -8 | -93 | -16 | -3 | 0 | -3 | -6 | -6 | -33 | -20 | 5
N[C@@H](CO)c1nnc([C@H](CC(=O)O)NC(=O)C2CCNCC2)o1 | 1 | 8 | -1 | -4 | -29 | 0 | -10 | 3 | 1 | 1 | -7
COc1ccc(CNC(=O)c2ccc(SC)cc2OC)cc1 | -6 | -29 | -12 | 8 | -4 | -3 | -6 | -5 | -7 | -1 | -24
O=C(CCC1CCCN(Cc2ccc3c(c2)OCCO3)C1)NCc1ccccc1F (stereo unspecified) | 0 | 1 | -1 | 13 | -23 | -6 | 13 | -3 | 9 | -3 | -5
COc1cc(OC)cc(C(=O)Nc2ccccc2-c2nnn(CC(=O)Nc3cc(C)on3)n2)c1 | 2 | -33 | -3 | -2 | 26 | 1 | -10 | -4 | -19 | 1 | 0
Cc1cccc(NC(=S)Nc2ccc(N3CCOCC3)cc2)c1C | -7 | -3 | 6 | 6 | -40 | 0 | -28 | -13 | 14 | 5 | -4
Cc1sc2nc3c(C(=O)N4CCCC4)cc(C(=O)c4ccccc4O)cn3c(=O)c2c1C | -6 | -6 | 12 | -12 | -15 | -11 | -9 | 2 | 9 | -17 | -16
COc1ccc(OC)c(/C=C/C(=O)N2CCCc3ccccc32)c1 | 7 | 4 | -7 | 0 | 11 | 7 | -37 | -7 | -33 | -21 | 5
COc1cc(/C=N\NC(=O)CC#N)ccc1OC/C=C/c1ccccc1 | -2 | -13 | 5 | 18 | -12 | -1 | -12 | -2 | -19 | 3 | 21
COc1cc(/C=N/NC(N)=S)ccc1OCC(=O)N1CCOCC1 | -3 | 6 | 10 | 3 | -10 | 7 | 0 | -9 | -11 | -2 | -2
CCN(C(=O)c1cccnc1)c1ccccc1 | 7 | -2 | 14 | -11 | 7 | 2 | 10 | -5 | -8 | -21 | 5
COc1ccc(OC)c(CNn2c(-c3cccc(C)c3)nc3ccccc3c2=O)c1 | -5 | 3 | 12 | 4 | 14 | 2 | 24 | -13 | 1 | 10 | 14
Cc1ccccc1S(=O)Cc1ccc(C(=O)N2CCN(C(=O)c3ccco3)CC2)o1 (stereo unspecified) | -8 | 16 | 0 | -11 | -19 | 2 | -46 | -5 | -20 | -13 | -7
Cc1cccc(N2CCN(C(c3ccncc3)c3nnnn3C(C)(C)C)CC2)c1C (stereo unspecified) | -13 | 0 | 4 | -1 | -3 | 6 | 21 | 4 | -4 | 4 | 23
COc1ccc(CNC(=O)C(C)NS(=O)(=O)c2ccc(C)cc2)cc1 (stereo unspecified) | -5 | -53 | 17 | -3 | -31 | -55 | -9 | -4 | 6 | -6 | -2
COc1ccc(CCNC(=O)COc2ccc(C)nc2[N+](=O)[O-])cc1 | -9 | 2 | 8 | -7 | -17 | 3 | 11 | 7 | -22 | -5 | -10
CCN1C(=O)C(O)(CC(=O)C(C)(C)C)c2cc(Br)ccc21 (stereo unspecified) | 3 | 9 | -20 | 3 | 13 | 36 | 8 | -2 | 1 | 7 | -3
CC1CCCC(NC(=O)C2CCN(S(=O)(=O)N3CCCCCC3)CC2)C1C (stereo unspecified) | 5 | 1 | 11 | 31 | 13 | -3 | -20 | 2 | 6 | 10 | 16
Cc1ccn2c(=O)nc(SCC(=O)N3CCN(c4ccccc4)CC3)nc2c1 | 3 | 4 | -19 | 0 | -17 | 3 | 18 | -7 | -13 | -13 | 0
COc1ccc(NC(=O)CN(C)CC(=O)Nc2ccc(N3CCOCC3)cc2)c([N+](=O)[O-])c1 | -5 | 14 | 14 | 0 | -35 | -3 | 17 | -4 | -13 | 4 | -5
COc1cc(C(=O)Nc2cccc3cccnc23)cc(OC)c1OC | -1 | 20 | 14 | -11 | 18 | 11 | 18 | -12 | 8 | -6 | 18
Cc1onc(-c2ccccc2)c1C(=O)Nc1ccncc1 | 8 | 5 | 9 | 6 | 10 | 7 | 28 | -10 | 4 | 9 | -5
COC(=O)c1ccccc1NC(=O)c1cc(-c2cccs2)on1 | 0 | -2 | -4 | 40 | -40 | -62 | 11 | 1 | -9 | -13 | -15
CCOC(=O)C1CCN(C(=O)c2ccc(N3CCCC3=O)cc2)CC1 | -1 | 1 | 3 | -12 | -5 | -6 | -15 | -5 | 4 | -10 | 2
N#CC(C#N)=C(Nc1ccc(F)cc1)SCc1cccc(F)c1 | 1 | 24 | 27 | 46 | 13 | 18 | 36 | -5 | 49 | 53* | 36
CCN(CC)c1ccc(C=NCCNS(=O)(=O)c2ccc(C)cc2)cc1 | -14 | -2 | 0 | -8 | -3 | -1 | 26 | -14 | 4 | -17 | -21

3 structures already listed, sorted by length of the SMILES, lowest first:
SMILES | TLR9-MyD88 block | SRC1 inh | NCOA3 inh | TRAIL sens C8 | NCOA2 inhibitor | EBV LMP1 NFkB | LRH-1 inv ag | NOD2-RIPK2 inh | TWEAK Fn14 block | TROY NFkB inh | COUP-TFII inh
Cc1cccc(NC(=S)Nc2ccc(N3CCOCC3)cc2)c1C | -7 | -3 | 6 | 6 | -40 | 0 | -28 | -13 | 14 | 5 | -4
Cc1sc2nc3c(C(=O)N4CCCC4)cc(C(=O)c4ccccc4O)cn3c(=O)c2c1C | -6 | -6 | 12 | -12 | -15 | -11 | -9 | 2 | 9 | -17 | -16
COc1ccc(NC(=O)CN(C)CC(=O)Nc2ccc(N3CCOCC3)cc2)c([N+](=O)[O-])c1 | -5 | 14 | 14 | 0 | -35 | -3 | 17 | -4 | -13 | 4 | -5

Screening data as filed in PubChem.

This is a subset. The share of hits here may be higher or lower than overall.
